E-sel TNF inh: E-selectin induction blockers in HUVEC – imaging, immunofluorescence, high content, primary screen; HUVEC TNFa-induced E-selectin immunofluorescence; inhibition, % at 2 µM; 120,000 tested, 0.71% active; AID 1246, 2008;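 active = inhibition above the batch mean plus 3 SD, and confirmed as a hit on visual image review, cut at about 43% in these data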;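 note: 0% = TNF-stimulated DMSO wells and 100% = unstimulated control wells; not every result past the cut was called active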
* hit, by the source's call.

no.	smiles	E-sel TNF inh
1	COc1ccc(C(C)=O)cc1COC(=O)c1ccc2ccccc2n1	-52
2	CO/N=C/C(C#N)=C/c1cc(C(=O)c2ccccc2)cn1C	-29
3	CCCC1(C)NC(=O)c2ccccc2O1 (stereo not given)	-23
4	Cc1cccc(CCNC(=O)CCS(=O)(=O)c2ccc(Br)cc2)c1	-6
5	CCOc1ccccc1NC(=O)c1cc(C(=O)c2cc(Br)ccc2O)coc1=N	26
6	COc1cc(/C=C/C(=O)OCC(=O)N2CCCCCC2)ccc1OCC#N	-15
7	CC(Nc1[nH]c(=O)n(C)c(=O)c1N=O)c1ccccc1 (stereo not given)	-30
8	OCC1(CCOc2ccccc2)CCN(Cc2nc3ccc(F)cc3[nH]2)CC1	-25
9	CC(=O)Nc1ccc(S(=O)(=O)Nc2cccc(-c3ccc4nncn4n3)c2)cc1	3
10	COc1ccc(C(=O)Nc2nc3ccccc3s2)cc1OC	-4
11	COC(=O)C1=C(C(=O)OC)C(c2ccc(OC)c(OC)c2)c2sc(=O)[nH]c2S1 (stereo not given)	-25
12	COc1ccc(S(=O)(=O)N2CCc3ccccc32)cc1C(=O)NCCc1ccccn1	1
13	CC(=O)Nc1ccc(NC2=C(Cl)C(=O)c3ccccc3C2=O)cc1	-5
14	CCn1c(CCc2nc3ccccc3[nH]2)n[nH]c1=S	5
15	N#Cc1ccsc1NC(=O)c1cccc([N+](=O)[O-])c1	-16
16	NC(=O)Cn1cc(C(=O)COc2ccccc2)c2ccccc21	50
17	N#Cc1ccccc1CN1C(=O)NC(Cc2c[nH]c3ccccc23)C1=O (stereo not given)	-36
18	CCc1nnc(NC(=O)C2CCCN(S(=O)(=O)c3ccc(OC)cc3)C2)s1 (stereo not given)	2
19	O=C(c1cn(-c2ccc(Cl)c(Cl)c2)nn1)C1CC1	-13
20	O=C(Cn1c(=O)[nH]c2ccccc2c1=O)N1CCN(c2cccc(Cl)c2)CC1	-29
21	O=C(COc1ccc(Br)cc1Br)NC(=O)NC1CCCC1	-30
22	CN(C)S(=O)(=O)c1ccc(C(=O)OCCn2cnc3c2c(=O)n(C)c(=O)n3C)cc1	-19
23	O=C(CSc1nc2ccccc2c(=O)n1CCCN1CCOCC1)c1c[nH]c2ccccc12	16
24	COc1cc2c(cc1OC)C(c1cccs1)N(C(=S)NC(C)C)CC2 (stereo not given)	-25
25	Cc1ccc(C)c(OCCCNC2CCCC2)c1C	12
26	CC(C)Oc1ccc(C(=O)Nc2ccccc2N2CCOCC2)cc1	-7
27	Cc1nn(C(=O)c2nn(C)cc2[N+](=O)[O-])c(C)c1Br	5
28	O=C(COc1ccc(Br)cc1)Nc1ccccc1N1CCCC1	-12
29	Cc1ccc(NCc2n[nH]c(=S)n2-c2ccccc2)cc1Cl	-7
30	CCn1nnnc1NC(=O)c1cccc(OC)c1	-9

(next part)
no.	smiles	E-sel TNF inh
31	O=C(C(=O)N1CCOCC1)c1cn(CC(=O)N2CCc3ccccc3C2)c2ccccc12	-1
32	Cc1ccc(C)c(N=Nc2ccc(O)c3ncccc23)c1	-12
33	C=CCn1c(SCC(=O)Nc2ccc(F)cc2)nc2cc(C(=O)O)ccc2c1=O	-24
34	O=C(O)c1ccc(N2CCCCS2(=O)=O)cc1	-24
35	N=c1n(Cc2ccccc2Cl)c2ccccc2n1CC(O)c1ccco1 (stereo not given)	-2
36	Cc1cc2c(c(SCC(N)=O)n1)C(=O)OC2	-16
37	COCCNC(=O)c1cc2nc3c(c(C(F)(F)F)n2n1)CCc1ccccc1-3	29
38	CCN(CC(=O)Nc1ccccc1OC)CC(=O)Nc1c(Cl)ccc(C)c1Cl	13
39	Cc1[nH]c2ccccc2c1/C=N/NC(=O)c1cccc(S(=O)(=O)Nc2cccc(C(F)(F)F)c2)c1	8
40	COc1cccc(N2C(=O)/C(=C\c3cccs3)NC2=S)c1	17
41	COc1ccc(NC(=O)c2ccc3c(c2)NC(=O)CO3)cc1OC	-10
42	O=C(Nc1ccccc1N1CCCC1)c1cccc(Cl)c1Cl	-13
43	O=C(COC(=O)C1CCN(S(=O)(=O)c2cccs2)CC1)NCc1ccccc1	-29
44	N#C/C(=C\c1ccccc1OCc1ccc(C(=O)O)cc1)c1ccccc1	-4
45	O=S(=O)(NCCN1CCOCC1)c1ccc2c(c1)OCCO2	2
46	O=C(CCC(=O)Nc1ccc(F)cc1)N/N=C/c1ccccc1O	12
47	Cc1ccc(NC(=O)CCCSc2ccccc2)cc1S(=O)(=O)N1CCOCC1	5
48	O=C(CCN1C(=O)c2ccc([N+](=O)[O-])cc2C1=O)Nc1nccs1	-29
49	CCn1c(C)nc2cc(C(=O)N/N=C/c3ccccc3C)ccc21	7
50	O=C(Nc1ccc(C(=O)O)cc1)/C(=C\c1ccc([N+](=O)[O-])cc1)NC(=O)c1ccc(Br)cc1	31
51	Cc1cc(C)c2c(N)c(C(=O)NC3CCCC3)sc2n1	-1
52	CCCS(=O)(=O)N1CCN(Cc2c[nH]c3ccccc23)CC1	-29
53	COC(=O)c1ccc2c(=O)n(Cc3ccc(C(=O)NCCCN4CCC(C)CC4)cc3)c(=S)[nH]c2c1	-4
54	CCCC(=O)Oc1c(S(=O)(=O)c2ccc(C)cc2)c(C)nn1C(C)(C)C	-9
55	CN1CCN(S(=O)(=O)c2ccc(NC(=S)NC(=O)C3CCCCC3)cc2)CC1	41
56	NC(=O)CCC(=O)N1CCCC(C(=O)c2ccc3c4c(cccc24)CC3)C1 (stereo not given)	-26
57	CCOc1ccc(CCNC(=O)CCS(=O)(=O)c2ccc(OC)cc2)cc1OCC	20
58	Cc1nnc(NC(=O)C2CCN(S(=O)(=O)c3ccc(Cl)cc3)CC2)s1	-20
59	Cc1cc(C(F)(F)F)nn1CC(=O)N(C)c1ccccc1	-25
60	O=C(NNc1ccc([N+](=O)[O-])cc1)c1ccccc1Cl	53

Some of these compounds in order of the E-sel TNF inh value, falling.
no.	smiles	E-sel TNF inh
38	CCN(CC(=O)Nc1ccccc1OC)CC(=O)Nc1c(Cl)ccc(C)c1Cl	13
51	Cc1cc(C)c2c(N)c(C(=O)NC3CCCC3)sc2n1	-1
53	COC(=O)c1ccc2c(=O)n(Cc3ccc(C(=O)NCCCN4CCC(C)CC4)cc3)c(=S)[nH]c2c1	-4
58	Cc1nnc(NC(=O)C2CCN(S(=O)(=O)c3ccc(Cl)cc3)CC2)s1	-20
43	O=C(COC(=O)C1CCN(S(=O)(=O)c2cccs2)CC1)NCc1ccccc1	-29

(cont.)
no.	smiles	E-sel TNF inh
61	Cc1ccc(C(=O)NC(=S)Nc2ccc(N3CCOCC3)cc2)cc1	2
62	CN1CCN(C(=S)c2cn(CCOc3ccccc3)c3ccccc23)CC1	-27
63	Cc1cc(C)c(S(C)(=O)=O)c(NN)n1	-18
64	CCc1ccc(Nc2cnn(C34CC5CC(CC(CC(=O)O)(C5)C3)C4)c(=O)c2Cl)cc1	6
65	O=c1cc(CSc2ccc(Cl)cc2)nc(-c2ccncc2)[nH]1	18
66	Cc1ccc(/C=[N+](/C)[O-])cc1	-30
67	O=C(CN1CCOCC1)Nc1ccc2c(c1)OCO2	-32
68	COc1ccc(CCC(=O)Nc2cc(S(C)(=O)=O)ccc2Cl)cc1	-20
69	COc1cccc(NC(=O)Nc2ccc(C)c(Cl)c2)c1	6
70	Fc1ccc(COc2ccc3ccccc3c2CNc2nn[nH]n2)cc1	-29
71	O=C(CSc1ccc2nnc(-c3ccccn3)n2n1)Nc1nccs1	3
72	O=C(Nc1cccc(C(=O)O)c1)/C(=C\c1ccc2c(c1)OCO2)NC(=O)c1ccccc1	-6
73	Cc1cc(C)cc(NC(=O)CN2CCN(CCN=CC3=C(O)CC(c4ccc(Cl)cc4)CC3=O)CC2)c1 (stereo not given)	-16
74	CS(=O)(=O)N(CC(=O)Nc1ccccc1-c1ccccc1)c1cccc(F)c1	-8
75	COc1ccc(/C=N/N2C(=O)C3C4C=CC(C4)C3C2=O)cc1[N+](=O)[O-] (stereo not given)	-45
76	COc1ccc(CCNC(=O)CSc2ccc(-c3ccco3)nn2)cc1OC	-5
77	O=C(Nc1ccc(Cc2ccncc2)cc1)C1CCC(N2C(=O)C3CCCCC3C2=O)CC1 (stereo not given)	-19
78	COc1cc(-c2nc3ccc(N4CCN(C)CC4)cc3[nH]2)cc(OC)c1OC	-31
79	CCOc1ncccc1C(=O)Nc1ccc(-c2ccc3nnc(C)n3n2)cc1	-17
80	CC(C)OC(=O)C(C)Nc1n[nH]c(=S)[nH]c1=O (stereo not given)	-64
81	CCn1c(=O)[nH]c2cc(C(=O)Nc3cc(C)cc(C)c3)ccc2c1=O	-50
82	NS(=O)(=O)c1cccc(NC(=O)CN2CCC(Cc3ccccc3)CC2)c1	15
83	NS(=O)(=O)c1ccc2c(c1)oc(=O)c1cc(S(N)(=O)=O)ccc12	-9
84	CC(C)Cn1cc(F)c(=O)n(CC(C)C)c1=O	-10
85	COc1ccccc1C(=O)N(CCC1CCCN1C)c1nc2ccccc2s1 (stereo not given)	-18
86	Cc1cc(C(=O)NC2=NCCS2)c2ccccc2n1	35
87	S=C(NCc1ccco1)N1CCC(c2nc3ccccc3o2)CC1	5
88	CN(Cc1ccccc1)c1nc(N)nc(Cl)c1C=O	-21
89	Nc1nnc(C(F)(F)F)s1	-2
90	CCCCNC(=S)NCc1ccc2[nH]c3c(c2c1)CCCC3	-32

Other records
no.	smiles	E-sel TNF inh
91	CC(=O)N/C(=C\c1ccccc1)C(=O)NC(C)C(=O)O (stereo not given)	4
92	O=C(Cn1nnc(-c2ccccc2)n1)N/N=C/c1ccco1	-22
93	N#Cc1ccccc1NC(=O)CSc1nnc(-c2ccncc2)o1	21
94	C=CCNc1cc(N2CCCC2)ccc1[N+](=O)[O-]	-77
95	Cn1c(N)c(C(=O)COC(=O)CCC2CCCCC2)c(=O)n(C)c1=O	8
96	O=C(NCCNC(=O)c1ccc([N+](=O)[O-])cc1)c1ccncc1	-4
97	O=C(O)CC/C(=N\NC(=O)c1ccc(F)cc1)c1ccc(Br)cc1	0
98	COc1ccc(OCCNS(=O)(=O)c2cccc([N+](=O)[O-])c2)cc1	-7
99	Cn1c(=O)[nH]c(=O)c2cc(C(=O)c3cc(F)ccc3O)cnc21	4
100	CS(=O)(=O)NCCNc1ccc(C(F)(F)F)cc1[N+](=O)[O-]	5
101	CCN(CC)C(=S)NC(=O)Cc1ccccc1	5
102	Cc1ccc(S(=O)(=O)n2nc(-c3ccco3)nc2N)cc1	-3
103	Nc1nc(-c2sc3nc4c(cc3c2N)CCCC4)nc(N2CCOCC2)n1	-17
104	CCN(CC)Cc1oc(CO)cc(=O)c1O	-3
105	O=C(Nn1c(-c2ccc(Br)cc2)nc2ccccc2c1=O)c1cccnc1	10
106	Clc1cccc(CNCCNCc2cccc(Cl)c2)c1	33
107	COc1ccc(C(=O)O)cc1S(=O)(=O)N(C)C	7
108	Cn1cc(C(N)=O)c2ccccc21	-12
109	CCNC(=O)C(Cc1ccccc1)NC(=O)OCc1ccccc1 (stereo not given)	6
110	CN(CCc1cn[nH]c1)Cc1nc(C(c2ccccc2)c2ccccc2)no1	-9
111	CC(=O)Nc1cccc(NC(=O)CSc2ccc(-c3ccccn3)nn2)c1	-52
112	COc1ccc(C(=O)N[C@H](C(=O)N2CCN(c3ccccc3F)CC2)C(C)C)cc1	-33
113	O=C(CNC(=O)c1ccc(S(=O)(=O)N2CCCC2)cc1)N/N=C/c1ccc(F)cc1	-31
114	CC(C)Oc1ccc(C(=O)NC2=NCCS2)cc1	24
115	Cc1cc(C(=O)N/N=C/c2ccc(OCc3ccccc3)cc2)c(C)o1	19
116	CN(c1ccccc1C(=O)N1CCN(Cc2ccc3c(c2)OCO3)CC1)S(C)(=O)=O	-1
117	Cc1noc(C)c1C(=O)OCC(=O)Nc1c(F)cccc1F	-23
118	Cc1ccc(C)c2[nH]c(=O)c(CN(Cc3ccco3)C(=S)NCC3CCCO3)cc12 (stereo not given)	22
119	CCN(c1ccc(NC(=O)COC(=O)c2cc3ccccc3oc2=O)cc1)C(C)C	17
120	CCOC(=O)NNC(=O)C1CCC(C)CC1 (stereo not given)	18

New compounds follow
no.	smiles	E-sel TNF inh
121	O=C(c1ccco1)N1N=C(C2CCCCC2)CC1(O)C(F)(F)F (stereo not given)	3
122	COCCN(CCOC)S(=O)(=O)c1ccc(C(=O)Nc2nnc(CSC)o2)cc1	-25
123	C/C(=N\Nc1cc(N2CCOCC2)ncn1)c1cccc([N+](=O)[O-])c1	17
124	CCCC(C)C(=O)NCc1ccncc1 (stereo not given)	1
125	COc1ccc(-n2cnc3cc(C(=O)NCCN4CCOCC4)ccc32)cc1	3
126	O=C1COc2ccc(C(=O)NC3CC3)cc2N1	-19
127	CC(=O)Nc1ccc(Nc2nc3c(S(=O)(=O)c4ccc(C)c(C)c4)nnn3c3ccccc23)cc1	12
128	O=C(CC(=O)N/N=C\c1ccc([N+](=O)[O-])cc1)NCCc1ccccc1	5
129	C/C=C/C(=O)Nc1nnc(C2CCCCC2)s1	-16
130	CN(CC(=O)Nc1cccc(F)c1)CC(=O)Nc1ccccc1[N+](=O)[O-]	6
131	COc1ccc(/C(C)=N/NC(=O)CNC(=O)/C=C\c2ccco2)cc1	-2
132	CCC(=O)NC(=S)Nc1cc(C(=O)O)ccc1OC	15
133	COc1cc(/C=C/C(=O)OCC(=O)NC(=O)NC(C)(C)C)cc(OC)c1OC	-22
134	Cc1ccc(C(=O)N/N=C/c2cccc(OC(=O)/C=C/c3ccco3)c2)cn1	-23

Shown field by field: part of the list above
[85] COc1ccccc1C(=O)N(CCC1CCCN1C)c1nc2ccccc2s1 (stereo not given)
  E-sel TNF inh = -18
[86] Cc1cc(C(=O)NC2=NCCS2)c2ccccc2n1
  E-sel TNF inh = 35
[87] S=C(NCc1ccco1)N1CCC(c2nc3ccccc3o2)CC1
  E-sel TNF inh = 5
[88] CN(Cc1ccccc1)c1nc(N)nc(Cl)c1C=O
  E-sel TNF inh = -21

The list is partial; the hit share may differ from the screen's.
